# Bioassay records from PubChem BioAssay.
# ALDH1A1 inh – ALDH1A1 (human) enzyme inhibition. Purified ALDH1A1, NADH fluorescence, propionaldehyde substrate. Potency, µM (highest dose often 75.3 µM), without a hit: at the top dose activity, negative = inhibition, actives largely listed as inhibitors. 220,000 tested, 7.3% active. P00352; active means well fitted inhibition curve with a large enough effect, not every such curve was filed as active; inconclusive means small, poorly fitted or top-dose-only effect, or another doubt; inactive means no such curve, though single readings can be large or run the other way;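 further: plate controls were no enzyme wells and a reference inhibitor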
# TRb-SRC2 inh – inhibitors of human thyroid hormone receptor beta-SRC2 interaction; P10828; TRbeta-SRC2 peptide binding, fluorescence polarization; receptor liganded with 1 µM T3; Potency, µM (series often up to 106 µM), for the others: at the top dose activity change, negative = inhibition, actives largely listed as inhibitors; 280,000 tested, 0.065% active; AID 1469;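 further: plate controls were bound peptide for no effect and peptide without receptor for full effect; nearly all actives have a fitted effect of over 50% in size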
# Target sequence (P10828 whole entry, looked up): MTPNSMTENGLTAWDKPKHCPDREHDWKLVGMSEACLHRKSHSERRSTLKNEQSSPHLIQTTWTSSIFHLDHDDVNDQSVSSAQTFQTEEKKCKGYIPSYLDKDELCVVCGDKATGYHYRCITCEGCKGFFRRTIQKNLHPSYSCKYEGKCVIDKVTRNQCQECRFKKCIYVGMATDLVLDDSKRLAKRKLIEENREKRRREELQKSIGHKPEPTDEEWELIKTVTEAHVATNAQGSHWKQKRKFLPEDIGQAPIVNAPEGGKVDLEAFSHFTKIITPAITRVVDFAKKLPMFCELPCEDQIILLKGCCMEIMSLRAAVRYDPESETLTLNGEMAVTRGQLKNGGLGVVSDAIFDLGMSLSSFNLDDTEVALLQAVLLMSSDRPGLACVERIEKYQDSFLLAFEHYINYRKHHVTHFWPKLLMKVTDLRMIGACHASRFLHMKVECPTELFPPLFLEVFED
#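 Polarization signal, normalized between peptide-alone and full complex controls, measured compound effects on T3-liganded human TRb LBD (0.6 uM) binding 20 nM Texas Red SRC2 peptide after 5 hr.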
# Tau fibril FP – tau fibrillization inhibition (FP); P10636; K18 P301L tau heparin fibrillization, Alexa594 FP, 6 h; Potency, µM (highest dose often 57.7 µM), inactives show at the highest dose activity, negative = inhibition, usual class: inhibitors; 280,000 tested, 0.39% active; AID 1468; further: nearly all actives have a fitted effect of over 55% in size
# Target sequence (P10636 561-689 P618L limits assumed): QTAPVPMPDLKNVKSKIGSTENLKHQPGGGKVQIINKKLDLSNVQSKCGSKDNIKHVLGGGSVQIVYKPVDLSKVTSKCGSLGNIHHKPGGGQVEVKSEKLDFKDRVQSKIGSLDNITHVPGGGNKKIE
#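 Heparin (20 uM) drove fibril formation of recombinant tau K18 P301L, 15 uM unlabeled with 0.24 uM Alexa 594 label, for 6 hr at 37 C in 100 mM sodium acetate pH 7. Fluorescence polarization (555/632 nm) read 1 hr after 30 uM ThT.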
# L3MBTL1 inh – blocks human L3MBTL1. 230,000 tested, 0.66% active. Q9Y468. Potency, µM (titrated, usually from 57.1 µM), for inactives: at the highest dose activity, negative = inhibition, most hits filed as inhibitors. AlphaScreen L3MBTL1–H3K9me1 peptide binding. AID 485360; further: nearly all actives have a fitted effect of over 60% in size
#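 AlphaScreen proximity signal between nickel-chelate acceptor and streptavidin donor beads (final 10 ug/mL) reports binding of 50 nM L3MBTL1 to 75 nM biotin-H3 K9me1 peptide; complex incubated with compounds 30 min at room temperature; cefsulodin titration as control.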
# GLA spleen mod – inhibitors or activators of human alpha-galactosidase in spleen homogenate; 240,000 tested, 0.008% active; P06280; Potency, µM (titrated, usually from 80 µM), for inactives: at the top dose activity change, negative = inhibition, usual class: inhibitors; human spleen homogenate, 4MU-alpha-Gal fluorescence, 40 min;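 further: 0% = enzyme with vehicle and -100% = no enzyme basal signal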
# Target sequence (P06280 32-429 limits assumed): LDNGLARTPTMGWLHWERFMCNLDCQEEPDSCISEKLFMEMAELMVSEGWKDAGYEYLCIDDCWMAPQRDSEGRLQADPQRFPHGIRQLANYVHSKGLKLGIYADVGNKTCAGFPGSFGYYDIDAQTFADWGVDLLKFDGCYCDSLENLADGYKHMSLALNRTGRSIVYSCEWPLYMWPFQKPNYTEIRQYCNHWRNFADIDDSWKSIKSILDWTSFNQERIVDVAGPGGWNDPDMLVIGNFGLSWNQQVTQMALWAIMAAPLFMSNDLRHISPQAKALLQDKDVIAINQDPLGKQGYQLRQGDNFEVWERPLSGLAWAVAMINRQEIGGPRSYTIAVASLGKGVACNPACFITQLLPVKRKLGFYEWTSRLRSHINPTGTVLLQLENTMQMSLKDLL
#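 Human spleen homogenate (1 ug) as enzyme source, 4-methylumbelliferyl-alpha-D-galactopyranoside 1 mM final, citrate/phosphate pH 5.0 with 0.01% Tween-20. Compounds 40 min at 37C, NaOH/glycine stop; fluorescence Ex 365/Em 440, Hill-fit AC50.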
# TR SRC2 fluor cs – alters Texas Red total fluorescence, flagging assay interference; TRb/SRC2 Texas Red total fluorescence interference; Potency, µM (titrated, usually from 106 µM), without a hit: at the highest dose fluorescence change, negative = quenching; 280,000 tested, 0.29% active; AID 1479; active means well fitted curve in either direction with a large enough effect; inconclusive means small, poorly fitted or top-dose-only effect
#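 Human TRb ligand-binding domain at 0.6 uM with 20 nM Texas Red SRC2 peptide in Tris buffer containing 1 uM T3 and 5% DMSO, incubated with compound 5 h at ambient temperature. Total fluorescence (555/632 nm) calculated as parallel + 2 × perpendicular.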
# Tau fluor counter – counter-screen for tau fibril formation inhibitors; tau K18 P301L Alexa594 fluorescence, heparin fibrillization; Potency, µM (doses to about 57.7 µM), without a hit: at the top dose activity change, negative = decrease; 280,000 tested, 0.93% active; further: nearly all actives have a fitted effect of over 55% in size
#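 Human tau K18 P301L (15 uM unlabeled, 0.24 uM Alexa 594-labeled) in 100 mM sodium acetate pH 7 with 20 uM heparin, 6 hr at 37 C. ThT 30 uM added, 1 hr ambient; Alexa 594 FP and total fluorescence read at 555/632 nm.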
# Tau ThT inhib – tau fibrillization inhibition (ThT binding). P10636. recombinant tau K18 P301L (four-repeat tau fragment), heparin-induced fibrillization, ThT fluorescence. Potency, µM (doses to about 57.4 µM), for the others: top-dose activity, negative = inhibition, actives largely listed as inhibitors. 270,000 tested, 2.1% active; further: nearly all actives have a fitted effect of over 55% in size
#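 K18 P301L tau (15 uM + 0.24 uM Alexa 594-tagged), heparin 20 uM, NaOAc pH 7, 6 h 37 C; ThT 30 uM, 1 h RT, ex 450/em 510 nm.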
# Numbers without * were called inactive; ? = inconclusive; . = not tested or not shown; & = joins results of further samples; [ ] = another dose, or the depositor's remark. Unless noted, the call rests on the fitted dose curve; in most records, active means well fitted curve in the direction sought with a large enough effect; inconclusive means small, poorly fitted or top-dose-only effect, or another doubt; inactive means no such curve, though single readings can be large; an effect the other way counts as inactive or inconclusive. Unless noted, on the % scale 0 is the no-effect control and ±100 the full control effect; potency means the concentration at half of the fitted maximal effect.
SMILES,ALDH1A1 inh,TRb-SRC2 inh,Tau fibril FP,L3MBTL1 inh,GLA spleen mod,TR SRC2 fluor cs,Tau fluor counter,Tau ThT inhib
COCCOC(=O)c1c(C)oc2ccc(NS(=O)(=O)c3cccs3)cc12,?,0%[53 µM],-5%,-20%,-10%,-1%[53 µM],-29%,-3%
COCCn1c(COc2ccccc2)nnc1SCC(N)=O,12%,8%,6%,.,3%,2%,4%,-5%
C=C(C)C1CCC2(C(=O)O)CCC3(C)C(CCC4C5(C)C(C=O)C(O)C(C)(C)C5CCC43C)C12 (stereo unspecified),.,0%,-2%,.,6%,-3%,-4%,?
COCCNC(=O)[C@H](C)/C=C/C(NC(=O)OCc1ccccc1)c1ccc(C(=O)OC)cc1 (stereo partly specified),?,8%,1%,.,0%,0%,-7%,-5%
COc1ccccc1Cn1c(C(C)C)nc2ccccc21,.,-9%,-2%,-4%,5%,-1%,-11%,-9%
CN1CCN(c2nc3c(S(=O)(=O)c4ccccc4)nnn3c3ccsc23)CC1,.,5%,-10%,.,.,-3%,-9%,-4%
O=C(CN1C(=O)CCc2cc(S(=O)(=O)N3CCOCC3)ccc21)NCc1ccccc1,.,10%,0%,.,.,-2%,2%,0%
CCC(CC)N1CCN(CC2CC=CCC2)CC1 (stereo unspecified),?,-7%,-1%,-1%,-4%,-9%,-5%,-5%
CCOC(=O)c1cc(-c2ccccc2)n(CCC(=O)Nc2ccc(C)cc2Cl)c1C,.,-4%,-9%,.,.,0%,4%,4%
Cc1nnc(SC(C(=O)Nc2cc(Cl)cc(Cl)c2)c2ccccc2)[nH]c1=O (stereo unspecified),1%,-3%,0%,2%,-8%,2%,-13%,-6%
CC(=O)Nc1ccc(C)c(NS(=O)(=O)c2cccc(C(F)(F)F)c2)c1,5%,11%,4%,1%,3%,-3%,-4%,-2%
Cc1ccc(/C=C/C2=Cc3c(sc(NC(=O)CSc4n[nH]c(N)n4)c3C#N)C(C)(C)C2)o1,0.79µM*,14%,?,?,-3%,-9%,-28%,?
COC(=O)c1c(NC(=O)COC(=O)[C@@H](NS(=O)(=O)c2cccc(Cl)c2)C(C)C)sc2c1CCC2,?,6%,0%,3%,3%,-7%,-8%,-12%
CC(C)CNC(=O)COC(=O)CCC(=O)c1cccs1,16%,-9%,2%,8%,2%,0%,4%,-3%
Cc1nn(-c2cc(N(S(C)(=O)=O)S(C)(=O)=O)c(Cl)cc2Cl)c(=O)n1C,10%,7%,4%,-1%,9%,-2%,3%,0%
COc1ccc(N(C(=O)c2cccc(C)c2)S(=O)(=O)c2ccc(Cl)cc2)cc1,.,7%,3%,.,.,1%,-13%,-11%
FC(F)Sc1ccc(NC(=S)NCC2CCCCC2)cc1,?,-2%,?,.,22%,-6%,14µM*[quencher],-7%
O=C1c2ccccc2C(=O)N1/N=C/c1ccc(O)c(O)c1O,.,3%,6.3µM*,.,-25%,?,?,4µM*
CCCn1cc(S(=O)(=O)CC(=O)NC2CCCCC2)c2ccccc21,5%,-3%,2%,44%[activator],8%,1%,-4%,-6%
CCC(=O)N(Cc1ccc2c(c1)OCO2)Cc1cc2cc(OC)ccc2[nH]c1=O,?,9%,-1%,-9%,5%,0%,-3%,1%
COc1ccc(C(C)=O)cc1CSc1nncn1C,-4%,-5%,-8%,.,1%,0%,-2%,3%
O=C(Nc1ccc(Cl)cc1F)c1cnc2sc(N3CCOCC3)nn2c1=O,.,5%,4%,.,.,7%,-4%,4%
Cc1ccc(N(CN2CCCC2=O)C(=O)c2ccc(C)c(C)c2)cc1,?,-4%,-5%,5%,0%,-2%,-3%,-5%
Cc1cccc(N2CCCC2=Nc2ccc(Br)cc2C#N)c1,2%,-1%,-13%,-1%,-6%,4%,-25%,-22%
CCCCn1nnc(NC(=S)NC(=O)c2ccc(-c3cccc(Cl)c3Cl)o2)n1,3.5µM*,-3%,7%,-7%,-5%,2%,-23%,?

# An excerpt of these results, bar-delimited.
SMILES | ALDH1A1 inh | TRb-SRC2 inh | Tau fibril FP | L3MBTL1 inh | GLA spleen mod | TR SRC2 fluor cs | Tau fluor counter | Tau ThT inhib
COc1ccc(C(C)=O)cc1CSc1nncn1C | -4% | -5% | -8% | . | 1% | 0% | -2% | 3%
O=C(Nc1ccc(Cl)cc1F)c1cnc2sc(N3CCOCC3)nn2c1=O | . | 5% | 4% | . | . | 7% | -4% | 4%
Cc1ccc(N(CN2CCCC2=O)C(=O)c2ccc(C)c(C)c2)cc1 | ? | -4% | -5% | 5% | 0% | -2% | -3% | -5%
Cc1cccc(N2CCCC2=Nc2ccc(Br)cc2C#N)c1 | 2% | -1% | -13% | -1% | -6% | 4% | -25% | -22%

# Other compounds follow.
SMILES,ALDH1A1 inh,TRb-SRC2 inh,Tau fibril FP,L3MBTL1 inh,GLA spleen mod,TR SRC2 fluor cs,Tau fluor counter,Tau ThT inhib
Cc1c(C(=O)OCc2ccccc2)[nH]c2c1C(=O)CC(c1ccc(Cl)cc1)C2 (stereo unspecified),.,1%,-18%,.,.,0%,-4%,-11%
COc1cc(/C=C2\SC(=Nc3ccc(O)cc3)NC2=O)cc(OC)c1O,5%,12%,4%,.,1%,-23%,-4%,?
COc1ccc(C(C(N)=O)c2ncc(C(F)(F)F)cc2Cl)cc1OC (stereo unspecified),-4%,1%,12%,8%,12%,-1%,4%,0%
CCOc1ccc2nc(N3CCC(C(=O)N4CCN(c5ncccn5)CC4)CC3)sc2c1,.,9%,3%,.,-4%,-2%,-21%,?
CN(C=[N+](C)C)c1cccc2c1C(=O)c1ccccc1C2=O,-3%,-9%,-4%,?,3%,-2%,?,?
CCc1c(C)c2ccc(OCC(=O)N(C)C)c(C)c2oc1=O,?,0%,-3%,4%,-3%,-1%,0%,-7%
Cc1ccc(S(=O)(=O)Nc2ccc3nc(N)sc3c2)cc1,?,4%,1%,-1%,8%,-2%,?,?
COc1cc(-c2noc(CSc3nc(-c4ccccc4)cc(=O)[nH]3)n2)cc(OC)c1OC,.,0%,-16%,.,.,-2%,-15%,-11%
Cc1ccc(NC(=O)C/C(N)=N/O)cc1Cl,.,3%,6%,-16%,-9%,-1%,-9%,2%
COc1cccc(C(=O)Nc2ccccc2-c2nnc(-c3cc(OC)ccc3Br)o2)c1,.,-5%,-15%,.,.,2%,-32%,-7%
COc1ccc(N(C(=O)c2cnccn2)C(C(=O)NC2CCCCC2)c2ccc(O)cc2)cc1 (stereo unspecified),6%,-7%,-7%,4%,5%,-1%,-15%,-7%
O=C(CCc1nc2cccnc2n1Cc1cccs1)Nc1cccc(Cl)c1,.,0%,-6%,.,.,4%,?,?
O=C(CN1C(=O)CCS(=O)(=O)c2ccccc21)Nc1ccc2c(c1)OCCO2,10%,-10%,6%,-14%,-5%,-1%,7%,5%
COC(=O)CCSc1cc(NCCOC(C)=O)c([N+](=O)[O-])c2nonc12,14%,-1%,-10%,-3%,4%,-2%,?,11µM*
Cc1sc2nc(CN3CCOCC3)nc(NCCc3ccccc3)c2c1C,-5%,0%,-6%,.,2%,1%,-10%,-15%
CCN(C(=O)COC(=O)c1ccc(OCc2c(C)noc2C)cc1)c1ccccc1,5%,-2%,8%,.,-1%,0%,-9%,-14%
CSc1nc(Sc2ccc(Cl)cc2)c2ccccc2n1,7%,6%,-1%,13%,1%,-3%,-10%,-14%
Nn1c(=O)c2ccccc2n2c(SCc3ccccc3)nnc12,14µM*,-17%,2%,-2%,-15%,-1%,4%,-4%
CC(C)CCNC(=O)NC(=O)CSc1nnc(-c2ccccc2F)n1N,?,-8%,-1%,4%[11.4 µM],-6%,0%,-11%,?
O=C(CSc1ccc2nnc(-c3ccc(Cl)cc3)n2n1)N1CCCc2ccccc21,-8%,-18%,-2%,28%,4%,4%,2%,3%
CC(NC(=O)C1C(=O)N(CCO)C2(C)CC1c1ccccc1O2)c1ccccc1 (stereo unspecified),5%,-2%,0%,8%,1%,-3%,0%,-1%
CCOC(=O)C1=NN(c2ccc(Cl)cc2)C(c2ccccc2)CC1=O (stereo unspecified),?,9%,3%,-4%,-12%,0%,8%,7%
CCn1c(CN2CCCCC2)nc2cc(NC(=O)c3ccc([N+](=O)[O-])cc3)ccc21,.,-4%,4%,.,.,-11%,-24%,-20%
CCSc1nnc2c(Cl)cc(Cl)cn12,1%,-3%,7%,-2%,6%,-4%,7%,0%
Cc1ccc(C)c(NC(=O)c2nc(S(C)(=O)=O)ncc2N(Cc2ccc(C(C)(C)C)cc2)Cc2ccco2)c1,.,0%,1%,.,.,7%,-17%,?
# Continued.
SMILES,ALDH1A1 inh,TRb-SRC2 inh,Tau fibril FP,L3MBTL1 inh,GLA spleen mod,TR SRC2 fluor cs,Tau fluor counter,Tau ThT inhib
CC(=O)N[C@@H](Cc1c[nH]c2ccccc12)C(=O)O,4%,-7%,-9%,.,9%,0%,-5%,5%
Cc1ccc(-n2c(=O)c3c4c(sc3n(Cc3cc(=O)n5ccccc5n3)c2=O)CCC4)cc1C,3%,-3%&-2%,-4%&-3%,7%,2%,1%&0%,-19%&-3%,-16%&5%
COc1cc(C(=O)NC(=S)NNC(=O)[C@H]2C[C@@H]2c2ccccc2)cc(OC)c1OC,-10%,-6%,2%,-4%,4%,-3%,-21%,-16%
Cn1c(=O)n(C)c2cc(NS(=O)(=O)c3ccc4c(c3)CCCC4)ccc21,1µM*,13%,3%,-18%,5%,0%,-21%,-10%
CCNc1ccc(Br)cc(C(=O)/C=C/c2ccc(Cl)cc2Cl)c1=O,?,-3%,-15%,18µM*,-5%,-2%,-29%,16µM*
CCOC(=O)c1c(CC(C)C)csc1NC=O,?,-2%,-3%,7%,2%,-1%,-15%,-9%
NC(=S)N/N=C/c1coc2cc(Br)ccc2c1=O,2µM*,-7%,-12%,-6%,8%,-2%,?,16µM*
CSc1nc(-c2ccco2)nn1C(=O)CCc1ccccc1,9%,-14%,8%,12%,-8%,1%,9%,?
O=c1c2sc3ccccc3c2n(Cc2ccc(F)cc2)c(=O)n1Cc1ccco1,.,-5%,-3%,.,.,0%,-7%,1%

# The order is random; any-hit rate near 8.5%.
